Pf growth 48h = Primary qHTS for delayed death inhibitors of the malarial parasite plastid, 48 hour incubation | P. falciparum luciferase growth in erythrocytes, 48 h | Potency, µM (titrated, usually from 28.7 µM), without a hit: at the top dose activity change, negative = inhibition, actives largely listed as inhibitors | actives 5.9% (n = 310,000) | AID 504832, 2011; note: potency is the fitted concentration of half-maximal effect; % is set by controls: 0 for no effect and ±100 for the full control effect
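A one-generation exposure of luciferase-tagged malaria parasites in RPMI 1640/Albumax erythrocyte culture, 37 C and 5% CO2. Inhibition is inferred from decreased luminescence after adding detection reagent.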
FBPA Giardia inh = qHTS Assay for Inhibitors of Fructose-1,6-bisphosphate Aldolase from Giardia Lamblia; purified Giardia FBPA; Potency, µM (doses to about 59.6 µM), without a hit: top-dose activity, negative = inhibition, most hits filed as inhibitors; actives 0.71% (n = 290,000); note: potency is the fitted concentration of half-maximal effect; % is set by controls: 0 for no effect and ±100 for the full control effect; nearly all actives have a fitted effect of over 55% in size
Target sequence (A8B2U2 whole entry, looked up): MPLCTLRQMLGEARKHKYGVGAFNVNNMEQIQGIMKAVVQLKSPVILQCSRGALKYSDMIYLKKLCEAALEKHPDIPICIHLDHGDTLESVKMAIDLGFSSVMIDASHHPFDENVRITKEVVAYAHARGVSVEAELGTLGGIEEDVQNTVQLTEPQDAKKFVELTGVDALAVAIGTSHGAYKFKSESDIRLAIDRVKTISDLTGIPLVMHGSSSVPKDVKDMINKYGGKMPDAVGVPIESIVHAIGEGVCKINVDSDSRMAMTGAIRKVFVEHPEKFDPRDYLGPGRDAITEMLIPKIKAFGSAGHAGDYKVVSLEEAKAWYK
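40 nM FBPA preincubated 10 min at RT with compound (up to 57.5 uM final), then substrate plus GAPDH/TPI/NAD/arsenate coupling and diaphorase/resazurin added. Fluorescence read after 20 min at RT, 525/598 nm.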
Pf growth 96h = Primary qHTS for delayed death inhibitors of the malarial parasite plastid, 96 hour incubation; P. falciparum luciferase reporter growth, 96 h; Potency, µM (highest dose often 28.7 µM), without a hit: at the highest dose activity change, negative = inhibition, actives largely listed as inhibitors; actives 6.9% (n = 320,000); AID 504834, 2011; note: potency is the fitted concentration of half-maximal effect; % is set by controls: 0 for no effect and ±100 for the full control effect
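Parasite growth measured via integrated firefly luciferase reporter in P. falciparum. Infected erythrocytes at 2% hematocrit, 0.05% parasitemia final were treated 96 hours at 37 C under 5% CO2, and luminescence was read.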
Shiga inhibitor = A qHTS for Small Molecule Inhibitors of Shiga Toxin; actives 9.2% (n = 290,000); Vero cells, Shiga toxin protein synthesis inhibition reporter; inhibition, % at 38.7 µM; in the data active = inhibition mostly above about 28%, no sharp cut-off; inactive = mostly below about 43%; note: 0% is about no effect
CHX counter = Cycloheximide Counterscreen for Small Molecule Inhibitors of Shiga Toxin | cell reporter, cycloheximide protein synthesis inhibition counterscreen | max response, % | actives 12% (n = 300,000); in the data active = max response mostly above about 13%, no sharp cut-off; inactive = mostly below about 14%; note: read at 38.3 µM for the half of the compounds with a filed dose; 0% is about no effect
HCV inhibitor = qHTS Assay for Inhibitors of Hepatitis C Virus (HCV); Huh7.5.1 HCVcc-Cre infection, luciferase reporter, 44 h; Potency, µM (top dose mostly 41.8 µM), without a hit: at the top dose activity change, negative = inhibition, actives largely listed as inhibitors; actives 3.4% (n = 340,000); AID 651820, 2012; note: potency is the fitted concentration of half-maximal effect; % is set by controls: 0 for no effect and ±100 for the full control effect
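HCVcc-Cre virus at an moi near 0.5 was added right after compound to cells cultured 4 h from seeding (1,000 cells/well). Luciferase activity was determined 44 h later, 15 min after substrate addition at RT.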
Numbers without * were called inactive; u = inconclusive; x = no result given; + = active, no number; & = joins results of further samples; [ ] = remark or other dose. Unless noted, calls come from the whole dose curve; as a rule, active = well fitted curve in the direction sought with a large enough effect; inconclusive = small, poorly fitted or top-dose-only effect, or another doubt; inactive = no such curve, though single readings can be large; an effect the other way counts as inactive or inconclusive.

The opening 2 entries, ahead of the listing:
SMILES	Pf growth 48h	FBPA Giardia inh	Pf growth 96h	Shiga inhibitor	CHX counter	HCV inhibitor
COc1ccc2oc(C(=O)OC(C)C(=O)NC3(C#N)CCCCC3)c(C)c2c1 (stereo unspecified)	u	x	-1.6%	x	x	u
Cc1ccc(Cn2c(SCC(=O)Nc3cc(C)on3)nc3ccccc3c2=O)cc1	u	1.4%	u	7.8	6.5	u

Results, from the start:
SMILES	Pf growth 48h	FBPA Giardia inh	Pf growth 96h	Shiga inhibitor	CHX counter	HCV inhibitor
COc1ccc2oc(C(=O)OC(C)C(=O)NC3(C#N)CCCCC3)c(C)c2c1 (stereo unspecified)	u	x	-1.6%	x	x	u
Cc1ccc(Cn2c(SCC(=O)Nc3cc(C)on3)nc3ccccc3c2=O)cc1	u	1.4%	u	7.8	6.5	u
O=C(NCc1ccc2c(c1)OCO2)c1ccc(Br)cc1	-0.7%	6.3%	-10.8%	-2.7	-2.4	-0.1%
COc1ccc(NC(C#N)c2ccccc2OCc2ccccc2)cc1 (stereo unspecified)	4.2%	-19.8%	46.9%[activator]	-2.3	0.7	12.3%
COc1cccc(N2CC(C)Cn3c2nc2c3c(=O)n(CCN3CCOCC3)c(=O)n2C)c1 (stereo unspecified)	4.4%	2.8%	u	13.8	-0.9	-3.9%
CCn1c(C)nc2cc(C(=O)N/N=C/c3ccc(O)cc3)ccc21	33.3%[activator]	0.4%	11.1%	11.3	-2.1	-0.7%
CCOc1cc(-n2nc(C)c(C#N)c2N)nc(SC)n1	0.7%	5.7%	16.9%	10.9	7.8	-19.5%
CCCN(C(=O)c1cnccn1)c1c(N)n(Cc2ccccc2)c(=O)[nH]c1=O	7.8%	x	16.7%	x	x	-27.3%
COc1ccc(OC)c(-c2csc(N(Cc3ccco3)C(=O)c3ccco3)n2)c1	u	-4.9%	u	31.9	8.8	u
CCOc1ccc(NC(=O)CC2C(=O)Nc3ccccc3N2C(=O)c2ccccc2)cc1 (stereo unspecified)	u	-0.4%	-27.6%	20.0	-6.0	-15.8%
O=C(NCc1cccnc1)C(=O)NCC1OCCN1S(=O)(=O)c1ccc(F)cc1 (stereo unspecified)	17.5%	-4.5%	u	-7.9	6.9	0.6%[8.37 µM]
O=C(NCCc1csc(-c2ccccc2)n1)c1c(F)cccc1Cl	2.3%	-9.2%	26.7%	12.3	5.6	u
CC(C)(C)c1cc(CCC(=O)NNC(=S)NC(=O)c2ccccc2)cc(C(C)(C)C)c1O	13.1µM*	-27.9%	u	6.6	-1.0	2.82µM*
O=C(N1CCN(CCO)CC1)N1c2ccccc2C=Cc2ccccc21	u	-3.0%	-15.6%	-2.7	1.6	-1.5%
COc1cccc(C(=O)Nn2c(-c3cccs3)nc3ccccc3c2=O)c1OC	-3.0%	0.9%	18.7%	5.0	0.9	1.1%
O=C(C[n+]1ccccc1)N/N=C/c1cccs1	-13.2%	4.7%	1.9%	-13.2	7.9	9.0%
COC(=O)c1cccc(NC(=O)Nc2ccc(Cl)cc2)c1	166.1%[activator]	2.1%	-41.2%	47.6*	28.3*	u
Cc1nc(NCc2ccccn2)c2c3c(sc2n1)CCCC3	u	-7.9%	u	-9.4	-1.4	22.4µM*
CN(C)C(=O)Oc1cccc2c(OC(=O)N(C)C)cccc12	5.4%	-4.3%	x	19.8	-2.6	14.7%
COc1ccc(Nc2nc(Nc3ccc(OC)cc3OC)nc(N3CCN(C)CC3)n2)c(OC)c1	u	2.2%	0.2%	-11.4	0.3	1µM*
Cn1cnc([N+](=O)[O-])c1Oc1cccc(O)c1	-12.9%	5.9%	u	20.7	-4.7	-2.9%
Cc1cc(C)nc(S/C=C/C(=O)c2ccccc2)n1	0.0%	-6.4%	u	159.4*	109.4*	-8.1%
COc1cccc(N2C(=O)CC(N3CCN(CCN=CC4=C(O)CC(C)(C)CC4=O)CC3)C2=O)c1 (stereo unspecified)	-12.2%	3.2%	-1.6%	-11.7	-3.7	13.1%
Cc1cc(N/N=C/c2cccc(Cl)c2)nc(-n2nc(C)cc2C)n1	1.17µM*	10.1%	u	2.2	-2.6	17.8µM*
CN(C(=O)CSc1nnc(NC2CCCCC2)s1)C1CCS(=O)(=O)C1 (stereo unspecified)	-10.9%	-0.1%	-0.3%	-3.4	-2.9	7.5%
Cc1sc2ncnc(SCC(=O)N3CCOCC3)c2c1C	-10.5%	x	0.0%	x	x	-6.1%
COCC1CCN(C(=O)C2CCC(=O)N(C3CCCC3)C2)CC1 (stereo unspecified)	11.3%	8.1%	-5.0%	49.3	14.8*	9.0%
COc1cccc(/C=N/NC(=O)CCCc2ccc(OC)c(C)c2)c1	-23.2%	-29.8%	-1.6%	11.7	8.9	-1.6%
Cc1cc(C)nc(NS(=O)(=O)c2ccc(N)cc2)n1	-26.2%&25.2%&0.2%	0.5%	-2.7%&85.7%&-8.9%	-4.3&-13.1	-8.8&-1.6	-6.8%[8.37 µM]
CCOc1ccc(C(=O)N2CCN(C(=O)c3ccco3)CC2)cc1OCC	2.6%	4.0%	x	-2.4	-3.2	-4.6%

Some of the entries so far, as comma-separated lines.
SMILES,Pf growth 48h,FBPA Giardia inh,Pf growth 96h,Shiga inhibitor,CHX counter,HCV inhibitor
COCC1CCN(C(=O)C2CCC(=O)N(C3CCCC3)C2)CC1 (stereo unspecified),11.3%,8.1%,-5.0%,49.3,14.8*,9.0%
COc1cccc(/C=N/NC(=O)CCCc2ccc(OC)c(C)c2)c1,-23.2%,-29.8%,-1.6%,11.7,8.9,-1.6%

(more compounds)
SMILES	Pf growth 48h	FBPA Giardia inh	Pf growth 96h	Shiga inhibitor	CHX counter	HCV inhibitor
O=C(O)Cc1ccc(-c2ccccc2-c2ccccc2)cc1	u	u	37.2%[activator]	15.1	-1.3	1.3%
CCc1nnc(NC(=O)C(C)N2C(=O)C3C4C=CC(C4)C3C2=O)s1 (stereo unspecified)	-1.7%	-0.2%	73.2%[activator]	-22.4	-2.6	-16.2%
O=C1CN(C(=O)COc2c(F)c(F)cc(F)c2F)c2ccccc2N1	u	x	-32.9%	-0.5	-3.0	9.3%
O=C1CCc2cc(S(=O)(=O)N3CCCC3C(=O)N3CCN(c4ccccc4F)CC3)ccc2N1 (stereo unspecified)	x	1.0%	38.7%[activator]	-13.7	-1.8	16.4%
CCc1nnc(NC(=O)CCN2C(=O)/C(=C/c3cc(OC)c(OC)c(OC)c3)SC2=S)s1	-3.9%	1.3%	27.1%	3.4	13.2	-1.0%
CCOC(=O)N1CCN(Cc2c(O)ccc3ccccc23)CC1	90.5%[activator]	-5.9%	24.6%	-6.7	-7.4	13.2%
CC(C)(C)c1ccc(-c2csc(NNC3=NCCCCC3)n2)cc1	10.4µM*	u	x	29.8	20.0*	25.1µM*
COc1ccc2oc(/C=C/N(C)C)c(C(=O)c3ccc(Cl)cc3)c2c1	u	-1.8%	u	-0.8	3.1	u
O=C(Nc1nnc(C2CC2)s1)c1ccccn1	u	u	10.4µM*	108.9*	34.9*	u
COP1(=O)CC(O)C(O)C(COCc2ccccc2)O1 (stereo unspecified)	x	4.9%	x	2.3	-0.4	x
CCCSc1nc2sc3c(c2c(=O)[nH]1)CC(C)(CC)OC3 (stereo unspecified)	-5.9%	-11.5%	13.7%	-10.1	-8.6	-3.6%
CCN(CC)C(=O)c1cccc(NC(=O)CCc2nc3sc4c(c3c(=O)[nH]2)CCCC4)c1	u	x	u	x	x	u
Cc1noc(C)c1CSc1nc2ccccc2[nH]1	-16.3%	3.5%	-0.6%[5.75 µM]	-4.7	1.5	18.2%&4.3%
CC(C)Cc1nc2oc3c(=O)[nH]cnc3c2c2c1CCCC2	0.3%	-2.7%	u	1.7	-5.1	14.5%
CN(CC(=O)NCc1ccccc1Cl)CC(=O)Nc1ccccc1Br	u	x	-11.3%	x	x	3.6%
O=C(CNS(=O)(=O)c1ccc(Br)s1)N1CCN(C(=O)c2ccco2)CC1	x	5.1%	9.2%	-11.0	-3.6	16.7%
Cc1c(Cl)cccc1NC(=S)NCCC(C)C	-22.7%	5.2%	-19.7%	-7.5	-1.7	-9.1%
Cc1ccc(CN2CC(=O)N3[C@H]4c5cc(Cl)ccc5OC[C@@H]4[C@H](c4ccccc4)[C@]3(C)C2=O)cc1	6.57µM*	x	8.28µM*	x	x	u
O=C1C2C3C=CC(C3)C2C(=O)N1c1cccc(N2C(=O)C3C4C=CC(C4)C3C2=O)n1 (stereo unspecified)	6.0%	-2.9%	-8.5%	-3.1	-2.2	10.5%
NNC(=O)c1nc(Cl)c(Cl)c(N)c1Cl	86.5%[activator]	-5.0%	11.3%	14.1	-3.1	13.3%

Molecules listed so far with a tert-butyl group:
SMILES	Pf growth 48h	FBPA Giardia inh	Pf growth 96h	Shiga inhibitor	CHX counter	HCV inhibitor
CC(C)(C)c1cc(CCC(=O)NNC(=S)NC(=O)c2ccccc2)cc(C(C)(C)C)c1O	13.1µM*	-27.9%	u	6.6	-1.0	2.82µM*
CC(C)(C)c1ccc(-c2csc(NNC3=NCCCCC3)n2)cc1	10.4µM*	u	x	29.8	20.0*	25.1µM*

(further entries)
SMILES	Pf growth 48h	FBPA Giardia inh	Pf growth 96h	Shiga inhibitor	CHX counter	HCV inhibitor
N#CCCN(C(=O)COC(=O)CNC(=O)c1ccc(-c2ccccc2)cc1)c1ccc(F)cc1	0.0%	x	86.0%[activator]	x	x	u
CS(=O)(=O)N1N=C(c2ccc(Br)cc2)CC1c1ccc2c(c1)OCO2 (stereo unspecified)	199.5%[activator]	6.0%	94.6%[activator]	82.8*	44.5*	u
CCCN1CCN(C(=S)NCc2ccc(Cl)cc2)CC1	46.5%[activator]	3.7%	9.1%	-10.4	0.6	-6.1%
COc1ccc(NC2=CC(c3ccc(OC)c(OC)c3)N(c3ccc(OC)cc3)C2=O)cc1 (stereo unspecified)	u	-16.4%	u	-8.9	4.8	u
O=C(CN(C(=O)CCC(=O)Nc1nccs1)c1cccc(F)c1)NCCc1ccccc1	0.0%	11.9%	12.9%	-1.8	-4.1	u
COCCN(CCOC)Cc1c(O)ccc2c1O/C(=C\c1ccc(C)o1)C2=O	x	u	u	-5.5	-0.1	-18.4%
Cc1ccc(C(=O)O)cc1-n1c(C)cc(C=O)c1C	18.3%	-3.7%	19.9%	-15.5	-2.6	14.1%
CCN(c1cccc(C)c1)S(=O)(=O)c1ccc(-c2ccc(=O)[nH]n2)o1	4.5%	-18.1%	-3.1%	-13.7	-1.1	8.4%
CC(=O)N1N=C(c2cccc(NS(C)(=O)=O)c2)CC1c1ccc2c(c1)OCO2 (stereo unspecified)	25.6%	-1.8%	-86.6%	42.4	12.6*	-19.3%
CCOC(=O)c1c(NC(=O)/C=C/c2ccco2)sc(C)c1C	u	7.2%	2.33µM*	-12.1	-2.5	u
CCc1cc2c(=O)[nH]c(N3CCCC3)nc2s1	91.7%[activator]	-6.9%	88.3%[activator]	+	27.8*	8.4%
COc1cccc(-c2cc(C(F)(F)F)n3nc(C(=O)N4CCCCC4c4cccnc4)cc3n2)c1 (stereo unspecified)	3.7µM*	-1.0%	u	51.2*	19.2*	5.62µM*
COC(=O)c1sccc1NC(=O)c1ccccc1F	x	3.6%	8.3%	18.7	-4.5	-18.6%
NC(=O)c1ccsc1NC(=O)CS(=O)(=O)c1ccccc1	51.8%[activator]	x	50.7%[activator]	x	x	11.9%
O=c1ccc(-c2ccccc2)no1	u	1.6%	u	-0.9	-1.5	-3.9%
CCOC(=O)C1CCN(S(=O)(=O)c2ccc(Cl)cc2OC)CC1	16.6%	0.9%	x	-23.9	-3.8	u
COc1ccc(C)cc1S(=O)(=O)NC1CCCCCC1	-14.5%	x	u	-33.3	-1.1	8.9%
Cc1cc(C)n(CC(O)CN2c3ccccc3Sc3ccccc32)n1 (stereo unspecified)	u	-1.1%	u	-5.3	-3.4	u
